All columns: NCI-60 one-dose screen, growth in % after 48 h at 10 µM unless noted; 100 = growth as untreated, 0 = no growth, -100 = all killed.
K-562 = K-562 leukemia; AID 1794777; 78,000 tested, 7.4% active
MDA-MB-231 = MDA-MB-231 breast cancer | 81,000 tested, 5% active
MCF7 = MCF7 breast cancer; 82,000 tested, 6.3% active
MDA-MB-468 = MDA-MB-468 breast cancer. 78,000 tested, 8.5% active. AID 2202374
SR = SR leukemia cells | AID 1794780 | 73,000 tested, 8.7% active
MDA-MB-435 = MDA-MB-435 melanoma; 82,000 tested, 7.8% active; AID 1794794
MOLT-4 = MOLT-4 leukemia cells; 80,000 tested, 6.9% active
RPMI-8226 = RPMI-8226 leukemia cells; 77,000 tested, 7.5% active
The depositor's hits bear a star; . = no result given; & = joins results of further samples. Rule for the calls: active = growth percent below 10; inactive = the rest.

Preview, four compounds:
#	canonical_smiles	K-562	MDA-MB-231	MCF7	MDA-MB-468
1	COc1cc2c(cc1OC(C)=O)C(=O)CCCC2	186	112	92	77
2	Nc1ncc(Br)cn1	107	109	94	103
3	IP(CCCSc1n(Cc2ccc3ccccc3c2)c(-c2ccccc2)c(-c2ccccc2)[n+]1Cc1ccc2ccccc2c1)(c1ccccc1)(c1ccccc1)c1ccccc1	25	32	9.7*	-22*
4	COc1ccc(-n2nc(C(=O)NCCCC(=O)O)nc2-c2ccccc2)cc1	92	106	93	108

#	SR	MDA-MB-435	MOLT-4	RPMI-8226
1	121	102	115	109
2	106	115	108	96
3	5.9*	15	47	15
4	89	110	94	115

Results (from the top)
#	canonical_smiles	K-562	MDA-MB-231	MCF7	MDA-MB-468
1	COc1cc2c(cc1OC(C)=O)C(=O)CCCC2	186	112	92	77
2	Nc1ncc(Br)cn1	107	109	94	103
3	IP(CCCSc1n(Cc2ccc3ccccc3c2)c(-c2ccccc2)c(-c2ccccc2)[n+]1Cc1ccc2ccccc2c1)(c1ccccc1)(c1ccccc1)c1ccccc1	25	32	9.7*	-22*
4	COc1ccc(-n2nc(C(=O)NCCCC(=O)O)nc2-c2ccccc2)cc1	92	106	93	108
5	Cc1cc(=O)oc2cc(OCc3cn(CCNc4nc(-c5ccc(Br)cc5)cn5ccnc45)nn3)ccc12	57	87	71	87
6	O=C1NC(=O)c2c1c1c3ccccc3[nH]c1c1oc3cc(Br)ccc3c21	55	81	36	63
7	Oc1ccc(Cl)cc1Sc1cc(Cl)ccc1O	93	96	91	22
8	FC(F)(F)c1ccc(-c2cnc(Cl)nc2N2CCC3(CC2)OCCO3)cc1	93	102	99	103

#	SR	MDA-MB-435	MOLT-4	RPMI-8226
1	121	102	115	109
2	106	115	108	96
3	5.9*	15	47	15
4	89	110	94	115
5	61	70	.	69
6	24	77	40	63
7	90	.	81	86
8	82	101	74	76

(list continues)
#	canonical_smiles	K-562	MDA-MB-231	MCF7	MDA-MB-468
9	CC(=O)CC(c1ccccc1)c1c(-c2ccccc2)[nH]c2ccccc12 (stereo not given)	80	80	103	97
10	O=S(=O)(Nc1ccc(O)cc1)c1ccccc1	.	106	98	113
11	CN1C(=O)N(C)C2C1NC(=O)N2CC(=O)N1CCOCC1 (stereo not given)	89	101	86	98
12	Cc1cc(N(CCCNc2ccnc3cc(Cl)ccc23)Cc2ccc3c(c2)OCO3)nc(N2CCCCC2)n1	-46*	-47*	-14*	-45*
13	FC(F)(F)c1cc(Nc2ccc3c(OCCCN4CCOCC4)cccc3n2)ccc1Cl	-32*	10	18	38
14	Cc1cc(C)c(N2C(=O)CC(Sc3ccccc3N)C2=O)c(C)c1 (stereo not given)	47	83	32	46
15	c1ccc(CN2COc3c(ccc4c3OCN(Cc3ccccc3)C4)C2)cc1	3.6*	1.1*	28	0.9*
16	CC(C)c1nc2c([nH]1)c(=O)n(C)c(=O)n2C	102	110	92	100

#	SR	MDA-MB-435	MOLT-4	RPMI-8226
9	.	99	86	91
10	100	98	91	91
11	96	95	104	90
12	-42*	-75*	-27*	-49*
13	.	63	18	13
14	23	-21*	76	66
15	5.1*	22	0.4*	22
16	104	104	101	.

Carrying on:
#	canonical_smiles	K-562	MDA-MB-231	MCF7	MDA-MB-468
17	O=c1c2sc3ncc(Cl)cc3c2ncn1-c1cccc(Cl)c1	91	114	95	101
18	O=c1c2ccccc2nc(COc2ccccc2)n1/N=C/c1ccc(N2CCCC2)cc1	73	89	88	137
19	O=C(Nc1ccccc1)Nc1ccc(OCC(=O)c2ccc(Cl)cc2)cc1	91	95	91	111
20	Cc1ccc(-c2ccnc(/N=C(\N)Nc3ccc(S(=O)(=O)Nc4nc(C)cc(C)n4)cc3)n2)cc1	92	111	81	109
21	O=C(CCN1CCOCC1)Nc1ccc(Cn2nnc3c2C(=O)c2nnn(Cc4ccc(NC(=O)CCN5CCOCC5)cc4)c2C3=O)cc1	.	-4.2*	-56*	-72*
22	CC(=O)Nc1nonc1-c1nc2ccccc2n1Cc1ccccn1	106	105	99	97
23	COc1ccc(/C=N\NC(=O)N/N=C/c2ccc(OC)c(S(=O)(=O)O)c2)cc1S(=O)(=O)O	101	103	99	116
24	CN1C(=O)N(C)C2C1NN=c1s/c(=C\c3cccnc3)c(=O)n12 (stereo not given)	28	69	52	58

#	SR	MDA-MB-435	MOLT-4	RPMI-8226
17	68	16	67	85
18	74	100	78	64
19	.	95	77	99
20	98	108	95	88
21	.	-76*	.	5.5*
22	.	107	109	92
23	110	115	110	103
24	27	8.5*	89	95

Other records follow:
#	canonical_smiles	K-562	MDA-MB-231	MCF7	MDA-MB-468
25	COc1ccc(C(C)OC)cc1OC (stereo not given)	102	103	95	100
26	CCOc1ccc([N+](=O)[O-])cc1[N+](=O)[O-]	113	106	101	90
27	N#Cc1ccc(Nc2nn3c(SCC(=O)c4ccccc4)nnc3s2)cc1	88	94	97	92
28	Nc1nc(N)nc(-c2ccco2)n1	105	111	89	98
29	O=C(NCCc1nccs1)c1cnc2c(S)cccc2c1	4.3*	14	-3.2*	17
30	O=C1Nc2cnc(Cl)nc2Nc2ccccc21	92	99	84	92
31	CCCCC1CCCC12NC(=O)NC2=O (stereo not given)	127	107	105	112
32	Cc1ccccc1CN1C(=O)C2=C(CCNC2)N2CCN=C12	91	101	98	121

#	SR	MDA-MB-435	MOLT-4	RPMI-8226
25	.	110	114	94
26	114	104	85	102
27	89	112	80	93
28	98	104	97	100
29	15	26	15	26
30	92	102	97	98
31	.	109	122	101
32	100	109	101	117

(cont.)
#	canonical_smiles	K-562	MDA-MB-231	MCF7	MDA-MB-468
33	Cc1cc(N(C)C)nc(Nc2ccc(NC(=O)Nc3ccccc3)cc2)n1	106	103	100	99
34	COc1ccc(-c2c3c(nn2-c2ccc(N)cc2)CCc2cnoc2-3)cc1OC	.	89	94	93
35	Cc1[nH]c(C(=O)Nc2nc3ccc(NC(=O)CCN)cc3s2)c(Cl)c1Cl	6.0*	51	52	69
36	CC1=C/C(=C(\c2cc(C)c(O)c(Br)c2)c2ccccc2S(=O)(=O)O)C=C(Br)C1=O	100	106	99	109
37	CN1CCN(C(=O)Nc2ccc(Br)cc2)CC1	102	107	102	110
38	CCc1ccc(N2C(=O)CCSC2=S)cc1	121	92	94	118
39	CC(C)(C)n1nc(C2CC2)c(Br)c1NC(=O)c1ccccc1Cl	97	104	88	106
40	CCOC(=O)c1sc(NC(=O)COc2cccc(/C=C3\CCc4cc(OC)ccc4C3=O)c2)nc1C	5.6*	89	19	.

#	SR	MDA-MB-435	MOLT-4	RPMI-8226
33	82	95	93	88
34	.	95	86	60
35	6.6*	91	13	78
36	89	105	90	102
37	104	102	98	102
38	119	106	123	106
39	88	102	96	98
40	-19*	8.0*	7.2*	13

(cont.)
#	canonical_smiles	K-562	MDA-MB-231	MCF7	MDA-MB-468
41	O=C(N/N=C/c1ccc(Cl)cc1)c1cccnc1	109	103	100	117
42	Cc1ccc(C2=NN3C(C2)c2ccccc2OC3c2ccc(/C=C3\SC(=S)N(C)C3=O)cc2)cc1 (stereo not given)	93	82	89	106
43	COC(=O)C1CC(O)C(O)C(O)C1 (stereo not given)	112	106	109	96
44	CC(C(=O)O)n1c(O)c(C=Nc2cccnc2)sc1=S (stereo not given)	89	86	87	.
45	COc1cc(-c2cc(-c3ccc(Br)cc3)nc3nc(N)[nH]c(=O)c23)ccc1Oc1ccnc2cc(Cl)ccc12	89	96	79	80
46	COC[C@@]1(C)CC[C@]2(C)CC[C@]3(C)C(=CC[C@@H]4[C@@]5(C)CCCNC(C)(C)[C@@H]5CC[C@]43C)C2C1 (stereo not given in full)	6.8*	78	24	51
47	CCOC(=O)c1cc(C(=O)c2ccc(Br)cc2)n2ccncc12	83	113	93	97
48	Cc1sc2c(c1C)c(=O)nc1c(-c3nc4ccccc4s3)n[nH]n12	94	88	80	101

#	SR	MDA-MB-435	MOLT-4	RPMI-8226
41	106	95	105	92
42	87	104	92	96
43	98	93	106	104
44	98	100	94	84
45	87	97	62	93
46	4.1*	44	34	21
47	101	103	92	88
48	89	110	95	88

Following part:
#	canonical_smiles	K-562	MDA-MB-231	MCF7	MDA-MB-468
49	COc1cc(Nc2scc3[n+]2CCC3)cc(OC)c1OC	.	103	95	109
50	CON(C)C(=O)c1cc(-c2ccc(Cl)cc2)n(-c2ccc(S(C)(=O)=O)cc2)n1	62	.	92	84
51	O=C(CSc1nnc(-c2ccc(-c3nc4ccc(Cl)cc4[nH]3)cc2)o1)Nc1ccc(C(=O)/C=C/c2ccc(Cl)cc2)cc1	119	103	59	107
52	CC1=C(C(=O)c2cnccn2)C(c2ccccc2)NC(=O)N1 (stereo not given)	100	96	104	96
53	C/C(=N/Nc1ccccc1[N+](=O)[O-])C(C)C#N (stereo not given)	117	86	102	102
54	OC(CSc1ccccc1)CN1CCN(c2ccccc2)CC1 (stereo not given)	111&100	100&113	102&94	96&96
55	Cc1ccc(Cl)cc1NC(=O)OC(C)C	94	104	94	111
56	O=c1[nH][n+](-c2no[n+]([O-])c2-c2cccc(F)c2)no1	103	88	99	111

#	SR	MDA-MB-435	MOLT-4	RPMI-8226
49	114	99	106	114
50	79	99	61	61
51	109	105	97	78
52	99	106	107	112
53	.	110	108	98
54	103&97	96&112	103&88	101&107
55	91	103	94	.
56	107	102	100	101

Following part
#	canonical_smiles	K-562	MDA-MB-231	MCF7	MDA-MB-468
57	Cc1ccn2ccnc2c1	102	114	101	128
58	CC(C)(CO)NCc1ccc(Cl)cc1	102	117	97	103
59	COc1ccc(CNC(=O)CCc2nc3sc4c(c3c(=O)[nH]2)CCC4)cc1OC	92	93	99	99
60	O=S(=O)(O)c1ccc2c(O)cc(S(=O)(=O)O)cc2c1	119	101	102	.
61	N#Cc1c(NC(=O)C(Cl)(Cl)Cl)sc2c1CCCC2	.	97	89	96
62	O=C1NC(=O)C(=Cc2ccc(OCC(=O)N3CCCC3)cc2)C(=O)N1	96	101	105	109
63	O=c1c2c(c3ccccc3n1-c1ccccc1)NC(=S)NC2c1ccc(Cl)cc1 (stereo not given)	43	51	60	115
64	C=C1CCC2C3(C)COC(c4ccccc4Cl)OC3CCC2(C)C1/C=C/C1=CCOC1=O (stereo not given)	26	85	47	39

#	SR	MDA-MB-435	MOLT-4	RPMI-8226
57	90	108	100	109
58	99	96	99	108
59	100	106	99	110
60	112	119	112	107
61	102	95	103	98
62	96	104	102	110
63	26	30	25	8.6*
64	35	62	22	46

Going on with the list:
#	canonical_smiles	K-562	MDA-MB-231	MCF7	MDA-MB-468
65	COc1ccc(C2CC(c3cccs3)=NN2c2ccc(S(=O)(=O)NC(=O)NCc3cccc(OC)c3)cc2)cc1 (stereo not given)	111	113	99	.
66	CC/C(=C(\c1ccc(O)cc1)c1ccc(OCCN(C)C(=O)CCOCCNC(=O)c2ccc3c(c2)CN([C@@H]2CCC(=O)NC2=O)C3=O)cc1)c1ccccc1	.	22	24	6.0*
67	Nc1nc(=S)cc(Cl)[nH]1	85	110	101	109
68	O=C(Nc1cccc(-n2cc(-c3ccncc3)c(-c3cc(O)cc(Cl)c3)n2)c1)Nc1ccc(Cl)c(C(F)(F)F)c1	5.2*	-47*	13	5.2*
69	O=C(NC1CC1)C1CN(c2cccc(Cl)c2)N(c2cccc(Cl)c2)C1=O (stereo not given)	77	80	85	69
70	COc1ccc(-c2cn[nH]c2-c2ccc(OC)c(O)c2)cc1	.	68	35	47
71	Cc1cc(OC(=O)c2c(-c3ccccc3)noc2C)n(-c2ccc(NC(=O)c3c(-c4ccccc4)noc3C)cc2)n1	67	95	78	68
72	O=C1NCC(c2cc3ccc(Cl)cc3[nH]c2=O)Nc2ccccc21 (stereo not given)	124	118	97	97

#	SR	MDA-MB-435	MOLT-4	RPMI-8226
65	76	52	95	95
66	.	95	.	94
67	101	108	95	102
68	-31*	9.6*	-18*	14
69	61	84	63	75
70	34	3.3*	67	77
71	.	103	89	48
72	115	104	.	119

Further entries follow:
#	canonical_smiles	K-562	MDA-MB-231	MCF7	MDA-MB-468
73	CC(=O)C1=C(O)C(CSCc2ccccc2)N(C)C1=O (stereo not given)	96	102	110	.
74	O=C(O)C(=O)Cc1ccccc1	99	.	102	105
75	CCSc1cc(Cl)nc(N)n1	99	104	88	102
76	COc1cccc(-c2c(C#N)c(-c3ccc(C)cc3)nc3c2c(-c2ccccc2)nn3-c2ccccc2)c1	103	99	96	106
77	CC(C)(CCc1ccccn1)C(=O)C(CCc1ccccn1)CCc1ccccn1	92	101	105	110
78	COC(=O)/C=C1/SC(=Nc2ccc(C(F)(F)F)cc2)N(CCc2c[nH]c3ccc(O)cc23)C1=O	20	-14*	13	8.4*
79	C[N+](C)(C)CC(=O)c1ccc2ccccc2c1	96	103	96	102
80	COc1ccccc1S(=O)(=O)Nc1ccc2c3c(cc(-c4cnn(C)c4)nc13)C(=O)N2C	.	41	16	23

#	SR	MDA-MB-435	MOLT-4	RPMI-8226
73	100	106	92	98
74	99	105	104	102
75	109	105	100	86
76	.	92	91	97
77	90	110	100	.
78	-35*	24	-36*	-50*
79	101	107	85	98
80	46	35	45	-4.8*

Following part:
#	canonical_smiles	K-562	MDA-MB-231	MCF7	MDA-MB-468
81	CC(Cc1ccccc1)NN (stereo not given)	103	100	88	105
82	Cc1cccc(Nc2ncnc3c2cnn3-c2cccc(F)c2)c1	107	101	99	94
83	COC(CCN(C)Cc1ccccc1)N1CCCC1=O (stereo not given)	124	108	97	105
84	CCOC(=O)/C(O)=C(/C=N/C(=S)Nc1c(CC)cccc1CC)C(=O)OCC	111	101	95	111
85	Clc1cccc(CSc2ncnc3nc[nH]c23)c1	90	97	82	92
86	NC1=NC(=O)C(c2ccccc2)(c2ccccc2)S1	91	104	105	111
87	Cc1ccccc1NC(=S)n1c(=O)cc(C)c2ccc(O)cc21	115	108	106	125
88	COc1cc(CNC(=O)Cc2ccccc2[N+](=O)[O-])ccc1OCC(=O)NO	105	102	95	99
89	CCCCC(NC(=O)CN1C(=O)/C(=C/C(C)=C/c2ccccc2)SC1=S)C(=O)O (stereo not given)	107	93	93	.

#	SR	MDA-MB-435	MOLT-4	RPMI-8226
81	87	103	97	113
82	112	96	101	100
83	.	96	112	98
84	92	102	101	109
85	97	99	99	102
86	95	121	98	96
87	122	107	108	103
88	97	106	107	118
89	115	104	118	115
